NOD1 inhibition: inhibition of NOD1-driven NF-kB reporter – cell-based, luminescence, uHTS, primary screen (AID 1578). actives 1% (n = 290,000). NOD1-driven NF-kB luciferase reporter cells, luminescence; higher % means a stronger effect. inhibition, % at 4 µM; hits with a dose series show EC50 in µM; in the data active means inhibition mostly above about 36%, no sharp cut-off; inactive means mostly below about 34%;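 further: HEK-293T reporter cells stimulated with the NOD1 agonist gamma-tri-DAP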
GPR55 beta-arrestin: selective activators of receptor GPR55 – imaging, U2OS cells, beta-arrestin-GFP redistribution, primary screen (AID 1961). U2OS GPR55 beta-arrestin-GFP redistribution imaging; higher % means a stronger effect. one-dose activation, % at 10 µM; EC50 in µM for titrated hits. actives 0.048% (n = 290,000);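 active means activation above 40% with more than 50 cells counted in the well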;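 further: U2OS osteosarcoma cells stably expressing GPR55 and beta-arrestin-GFP; plate controls were DMSO negative control for no effect and LPI positive control for full effect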
AID2073: disruptors of CaV2.2 binding to Mint1 – biochemical, HTRF (AID 2073); actives 0.19% (n = 290,000); inhibition, % at 20 µM, or IC50 in µM where a hit was titrated; HTRF protein-protein interaction, Mint1-CaV2.2; higher % means a stronger effect; in the data active means inhibition mostly above about 51%, no sharp cut-off; further: some results filed as inactive read as strong as hits
P. falciparum M17LAP: P. falciparum M17LAP inhibitors, primary screen, biochemical, fluorogenic H-Leu-NHMec substrate, 1536-well (AID 1619) | recombinant M17LAP, H-Leu-NHMec fluorogenic kinetic assay; higher % means a stronger effect | inhibition, % at 30 µM; hits with a dose series show IC50 in µM | actives 0.38% (n = 220,000);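 active means compound inhibiting the enzyme by more than half at any dose during confirmatory dose-response retesting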;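 further: plate controls were full reaction with DMSO carrier for no effect and no enzyme background for full effect; strong numbers were not always called active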
Dynein transport: blocks dynein driven cargo transport along microtubules; 3617.4 mouse cells, GR-EGFP nuclear translocation imaging; test concentration mostly 20 µM; stimulated with dexamethasone, 1 µM; stronger effect = lower value; actives 0.47% (n = 220,000); z-score, hits read low;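 active means plate z-score of nuclear minus cytoplasmic receptor signal below a set negative limit, without overly bright fluorescence or cell loss, cut at about -3.5 in these data, passing the limit was not always enough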;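 further: z-score of nuclear minus cytoplasmic ring GR-EGFP intensity difference per well; some compounds called inactive have numbers as strong as hits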
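Schedule: 48 h induction, then 1 h compound, then 30 min agonist, 37 °C. Buffer or medium: tetracycline-free induction medium containing charcoal-stripped FBS. Reagent: 1.0 µM final dexamethasone stimulus. Evaluation: nuclear versus cytoplasmic GR-EGFP signal, averaged per well. Signal: high-content fluorescence imaging after fixation.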
HEK293 NOD2/NF-kB: inhibition of NOD2-driven NF-kB reporter – cell-based, luminescence, uHTS, HEK293 (AID 1566). actives 0.63% (n = 290,000). one-dose inhibition, % at 4 µM; EC50 in µM for titrated hits. HEK293 NOD2/NF-kB luciferase reporter, luminescence; higher % means a stronger effect; further: many of its hits are not listed in these tables
KOR beta-arrestin-1: KOR agonists, beta-arrestin recruitment, primary screen, cell-based, luminescence, uHTS (AID 1777); KOR beta-arrestin recruitment, luminescence; higher % means a stronger effect; one-dose activation, % at 10 µM; EC50 in µM for titrated hits; actives 0.02% (n = 280,000); in the data active means activation above about 50%, passing the limit was not always enough; further: a part of the inactive calls stands beside numbers as strong as those of hits
KOR beta-arrestin-2: kappa opioid receptor blockers – cell-based, luminescence, uHTS (AID 1778); KOR beta-arrestin recruitment, luminescence, antagonist mode; higher % means a stronger effect; inhibition, % at 10 µM, or IC50 in µM where a hit was titrated; actives 0.091% (n = 290,000); further: strong numbers were not always called active
P. falciparum M1AAP: malaria alanyl aminopeptidase activity blockers – biochemical, fluorogenic H-Leu-NHMec substrate, 1536-well (AID 1445); recombinant M1AAP, H-Leu-NHMec fluorogenic kinetic assay; higher % means a stronger effect; inhibition, % at 30 µM, or IC50 in µM where a hit was titrated; actives 0.42% (n = 220,000);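 active means primary inhibition above the hit cutoff, then over 50% inhibition at one or more dose response concentrations, cut at about 23% in these data, passing the limit was not always enough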;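 further: plate controls were DMSO full reaction for no effect and no enzyme background for full effect; strong numbers were not always called active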
Dynein transport cytoplasmic EGFP: also measured in Dynein transport; calls as there; z-score; measured here: cytoplasmic GR-EGFP intensity; stronger effect = higher value
Dynein transport nuclear GR-EGFP: second read-out of Dynein transport, no call of its own (marks repeat the call); z-score; measured here: nuclear GR-EGFP intensity;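 lower value marks the stronger effect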
Dynein transport cell count: recorded beside Dynein transport, whose call it bears; z-score; measured here: cell count per field
Starred values were filed as active, the others as inactive; · = no result given; [ ] = dose if it differs, or a comment. Unless noted, no stated cut-off is given here; in the data, active means inhibition above about 50%; inactive means the rest. An excerpt, so the mix of outcomes need not match the whole.

no.	NOD1 inhibition	GPR55 beta-arrestin	AID2073	P. falciparum M17LAP	Dynein transport	Dynein transport cytoplasmic EGFP	Dynein transport nuclear GR-EGFP	Dynein transport cell count	HEK293 NOD2/NF-kB	KOR beta-arrestin-1	KOR beta-arrestin-2	P. falciparum M1AAP	SMILES
1	-35%	0.4%	24%	-11%	0.15	-0.25	-0.13	-0.07	-4%	-3.8%	7%	10%	COC(=O)C1=CN(C)C=C(C(=O)OC)C1c1ccccc1Cl
2	3%	0.4%	38%	-73%	2.4	-0.26	1	-1.4	22%	2.6%	-2%	2%	CCOC(=O)Nc1ccc2c(COC(=O)CNS(=O)(=O)c3cccc(Br)c3)cc(=O)oc2c1
3	14%	-0.1%	9%	·	·	·	·	·	4%	12%	-51%[20 µM]	·	CCN(Cc1ccccc1)S(=O)(=O)c1ccc(OC)cc1
4	-34%	-0.1%	0%	·	·	·	·	·	-7%	-1.1%	14%	·	Cc1ccc(NC(=O)NC2CCCCCCC2)c(C)c1
5	-14%	0.0%	28%	·	·	·	·	·	-10%	0.0%	-18%	·	CC(C)C(=O)Nc1ccc(NC(=O)c2cccc3c(Br)cccc23)cc1
6	-39%	0.2%	4%	-13%	0.52	-0.28	0.18	-0.4	-103%	2.9%	-19%	4%	COc1ccccc1/C=C/C(=O)Nc1ccc2c(c1)CCC2
7	6%	0.3%	10%	·	·	·	·	·	14%	-3.7%	-53%	·	COc1ccc(OC)c(C2=NS(=O)(=O)N(C)C(C(=O)NCc3ccco3)=C2)c1
8	-16%	-0.1%	-4%	4%	-0.95	-0.2	-0.36	0.17	-6%	0.2%	-14%	0%	c1ccc2c(c1)CNc1ccccc1C2
9	-2%	0.5%	18%	·	·	·	·	·	0%	-0.1%	-27%	·	CNC(=O)N(O)C1N(/N=C/c2c(F)cccc2Cl)C(=S)SC1(C)C (centres undefined)
10	3%	0.0%	-14%	-1%	-0.26	-0.17	-0.16	0.16	12%	0.3%	24%	11%	Cc1c(C#N)c(O)n(CCO)c(=O)c1N=Nc1ccccc1
11	-16%	-0.2%	-8%	-2%	1.2	-0.29	0.13	-1.8	17%	-5.3%	14%	8%	Cc1cccc(C)c1NC(=O)C1c2cccc[n+]2CC(=O)N1Cc1cccs1 (centres undefined)
12	-12%	0.1%	12%	-1%	-0.88	-0.25	-0.34	0.59	11%	-3.6%	7%	4%	COc1ccc(N2CCN(CCC3Oc4cc([N+](=O)[O-])ccc4NC3=O)CC2)cc1 (centres undefined)
13	-47%	-0.1%	23%	0%	2.1	1.7	1.6	-1.7	-17%	-1.5%	-6%	10%	Oc1ccccc1-c1nc(NCc2ccco2)c2ccccc2n1
14	-6%	-0.2%	-16%	4%	0.57	-0.15	0.23	0.048	-42%	2.4%	-20%	20%	O=c1[nH]c(S)c(/C=C2\C=Nc3ccccc32)s1
15	-27%	0.7%	-6%	6%	1.2	-0.3	0.62	-0.02	-6%	-0.7%	12%	-1%	Cc1ccc(CNC(=O)c2ccccc2NC(=O)CSc2nnnn2C)cc1
16	-7%	0.1%	-17%	-8%	0.082	-0.2	0.1	0.1	-8%	-6.3%	-7%	-2%	S=C(NCC1CCCO1)N1CCN(c2cccc(Cl)c2)CC1 (centres undefined)
17	-23%	0.2%	3%	0%	0.066	-0.023	0.14	0.37	0%	1.0%	9%	-1%	CN(CC(O)COc1ccc(S(=O)(=O)N2CCOCC2)cc1)C1CCCCC1 (centres undefined)
18	-15%	-0.2%	7%	2%	-0.54	1.9	0.4	0.9	15%	-2.0%	10%	-1%	CCCC(=O)Nc1cccc(NC(=O)c2cccc([N+](=O)[O-])c2C)c1
19	-8%	-0.3%	0%	6%	5.3	2.3	10	-4.2	-3%	-3.3%	39%	6%	CCOc1ccc(N(C)S(=O)(=O)c2ccc3[nH]cc(C(=O)NCC4CCCO4)c(=O)c3c2)cc1 (centres undefined)
20	-20%	0.2%	-12%	2%	0.03	-0.19	0.037	0.77	3%	·	9%	-11%	CC(=O)Nn1cc2c(=O)n(C)c(=O)n(C)c2c1
21	-20%	0.1%	50%	2%	0.13	-0.32	0.19	0.53	14%	-3.2%	-1%	8%	CCN(CC)C(=O)c1cn(CCC#N)nc1-c1ccc(F)cc1
22	-20%	-0.2%	30%	34µM*	0.34	-0.23	0.7	-0.91	-25%	0.3%	2%	2%	COc1cc(/C(C)=N/NC(=O)Cc2c(C)[nH][nH]c2=O)ccc1O
23	-9%	0.1%	-15%	3%	-0.45	-0.12	-0.79	-1.2	9%	-2.3%	8%	2%	CSc1nsc(SCc2ccc(Cl)cc2)n1
24	18%	-0.2%	10%	8%	-1.1	-0.23	-0.31	1.8	-32%	7.7%	11%	8%	N#CC1=C(C2CC2)CC(c2ccccc2)C(C#N)=C1N (centres undefined)
25	-33%	-0.4%	16%	11%	-0.25	-0.36	0.026	0.048	-19%	-7.6%	-20%	2%	COc1c(C)cc(Br)cc1C(=O)NC(=S)Nc1ccc(Cl)c(C(=O)O)c1

The closing 3 compounds of the section before open the next one.
no.	NOD1 inhibition	GPR55 beta-arrestin	AID2073	P. falciparum M17LAP	Dynein transport	Dynein transport cytoplasmic EGFP	Dynein transport nuclear GR-EGFP	Dynein transport cell count	HEK293 NOD2/NF-kB	KOR beta-arrestin-1	KOR beta-arrestin-2	P. falciparum M1AAP	SMILES
23	-9%	0.1%	-15%	3%	-0.45	-0.12	-0.79	-1.2	9%	-2.3%	8%	2%	CSc1nsc(SCc2ccc(Cl)cc2)n1
24	18%	-0.2%	10%	8%	-1.1	-0.23	-0.31	1.8	-32%	7.7%	11%	8%	N#CC1=C(C2CC2)CC(c2ccccc2)C(C#N)=C1N (centres undefined)
25	-33%	-0.4%	16%	11%	-0.25	-0.36	0.026	0.048	-19%	-7.6%	-20%	2%	COc1c(C)cc(Br)cc1C(=O)NC(=S)Nc1ccc(Cl)c(C(=O)O)c1
26	-10%	-0.3%	25%	2%	-0.46	-0.14	0.12	0.77	-42%	7.3%	-72%	9%	CC(=O)Nc1ccc(NC(=O)CSc2ccc(-c3ccc4c(c3)OCO4)nn2)cc1
27	-2%	0.0%	-6%	7%	0.74	-0.17	0.43	-0.54	5%	-5.1%	6%	0%	Cc1cc(C(F)(F)F)cc(NNC(=O)NC(=O)c2c(F)cccc2Cl)n1
28	9%	0.0%	0%	4%	0.33	-0.23	0.18	0.85	5%	-5.0%	37%	6%	NC(=O)CS(=O)(=O)c1nc2ccccc2n1Cc1ccccc1F
29	-10%	-0.1%	-3%	-5%	-0.69	-0.27	-0.39	0.46	14%	-0.4%	11%	-5%	CCOc1cc(CNCc2ccccn2)ccc1OCC(=O)NC1CCCCC1
30	11%	0.2%	-3%	6%	-0.42	-0.32	-0.25	0.78	-9%	1.3%	26%	2%	COc1ccc(CCNC(=O)CN(C)S(=O)(=O)c2ccc3c(c2)CCC(=O)N3)cc1OC
31	8%	0.4%	12%	·	·	·	·	·	9%	-2.4%	9%	·	COc1ccc(Cl)cc1NC(=O)c1ccc2c(SCC(=O)O)c3c(nc2c1)CCCC3
32	-27%	-0.1%	4%	·	·	·	·	·	-6%	-4.4%	-43%	·	O=C1CCC(C(=O)N2CCCC(N3CCN(c4cccc(C(F)(F)F)c4)CC3)C2)=NN1 (centres undefined)
33	10%	-0.2%	7%	·	·	·	·	·	5%	-2.1%	4%	·	CCc1ccc(-c2cc(C)no2)cc1S(=O)(=O)N1CCN(c2ccccc2)CC1
34	-29%	-0.1%	5%	19%	2.4	-0.31	0.14	-1.1	-23%	0.4%	-14%	3%	CN(C)c1ccc(CNn2cnnc2SCc2ccccc2F)cc1
35	-16%	-0.5%	5%	10%	-0.77	-0.36	-0.58	1.2	11%	-2.2%	-35%	10%	O=C(Nc1ccccc1)c1sccc1Oc1ccc([N+](=O)[O-])cc1F
36	-8%	0.5%	8%	9%	3	-0.16	1.9	-1.4	16%	-0.5%	20%	1%	Cc1cccc(NC(=O)CCN2CCN(C/C=C/c3ccccc3)CC2)c1
37	-7%	-0.2%	4%	·	·	·	·	·	13%	-0.8%	24%	·	COc1ccc(S(=O)(=O)N2CCOC2CNC(=O)C(=O)NCCN2CCOCC2)cc1C (centres undefined)
38	-33%	-0.1%	7%	·	·	·	·	·	-9%	-7.1%	20%[20 µM]	·	CC(C(=O)NCCCn1ccnc1)(c1ccccc1)c1ccccc1
39	-10%	0.0%	-9%	4%	0.51	0.98	0.33	0.54	-34%	-2.0%	13%	0%	Cc1cc(Nc2ccccc2)nn1C(=O)c1ccc(Cl)cc1
40	2%	-0.1%	-7%	3%	-0.21	0.054	0.1	0.3	9%	-3.8%	-2%	-5%	Cc1ccc2[nH]c(=O)c(CN(Cc3cccnc3)C(=O)c3ccncc3)cc2c1
41	-28%	0.0%	4%	2%	1.9	-0.097	0.88	-1.2	-1%	-1.9%	18%	-10%	COC(=O)Nc1nn(-c2ccc(OC)cc2)c(=O)c(C#N)c1C
42	-14%	-0.2%	13%	-2%	0.25	0.26	7.8e-05	-1.1	-2%	-2.7%	-8%	3%	CCOC(=O)c1c(NC(=O)CN2C(=O)NC(C)(c3ccc(OC(F)F)cc3)C2=O)sc(C)c1C (centres undefined)
43	-1%	0.0%	27%	-8%	0.41	-0.0072	1.1	-0.27	-47%	9.3%	-36%	7%	Nc1nonc1-n1nnc(C(=O)N/N=C/c2ccc(OCc3ccccc3)cc2)c1COc1ccc(F)cc1
44	31%	0.1%	-6%	12%	0.13	-0.34	0.1	0.63	1%	5.2%	-3%	10%	O=S(=O)(c1cccs1)N1CCC(CO)(Cc2cccc(F)c2)CC1

Screens as filed in PubChem.
